# Screens as filed in PubChem BioAssay.
# CDK5 inh = blocks human CDK5/p35 kinase activity; 0.01% of 330,000 active; Recombinant CDK5/p35, ADP-Glo luminescence, 60 min; AID 488839; inhibition, % at 10 µM; Q00535+Q15078;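 active means highest replicate inhibition of at least 50% and at least 75% of replicates reaching 50%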;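 further: plate controls were DMSO neutral control for no effect and GW8510 at 10 µM for full effect; many of its hits are not listed in these tables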
# Target sequence (Q00535 whole entry, looked up): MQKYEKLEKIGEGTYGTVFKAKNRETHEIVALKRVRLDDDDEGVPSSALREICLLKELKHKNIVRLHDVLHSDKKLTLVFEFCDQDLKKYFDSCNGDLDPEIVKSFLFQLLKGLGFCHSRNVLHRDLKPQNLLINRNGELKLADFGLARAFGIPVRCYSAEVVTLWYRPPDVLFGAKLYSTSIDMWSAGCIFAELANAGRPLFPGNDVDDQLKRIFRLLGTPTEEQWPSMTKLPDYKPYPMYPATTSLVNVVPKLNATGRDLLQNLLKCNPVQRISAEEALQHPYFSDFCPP
# Target sequence (Q15078 whole entry, looked up): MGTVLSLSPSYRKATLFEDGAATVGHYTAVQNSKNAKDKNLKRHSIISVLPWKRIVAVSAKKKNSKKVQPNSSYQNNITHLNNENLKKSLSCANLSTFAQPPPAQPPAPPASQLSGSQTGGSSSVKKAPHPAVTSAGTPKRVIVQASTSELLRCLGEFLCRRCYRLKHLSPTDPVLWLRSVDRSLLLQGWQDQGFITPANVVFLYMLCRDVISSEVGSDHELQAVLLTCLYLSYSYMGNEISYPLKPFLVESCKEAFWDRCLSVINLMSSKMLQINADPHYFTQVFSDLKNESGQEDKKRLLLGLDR
# phage Ecoli inh = E. coli growth loss with phage present; growth absorbance; inhibition, % at 11.9 µM; 0.26% of 360,000 active; AID 651602; in the data active means inhibition above about 11%
# PKA-R2B act = activators of human PKA-R2B complex; AID 504700; activation, % at 11.4 µM; 0.079% of 340,000 active; PKA-R2B holoenzyme dissociation, Cy5-IP20 fluorescence polarization; R2B truncated from residue 108, S112A mutant; 0% DMSO only, 100% 113 µM cGMP;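 active means activation above a cutoff set at the mean over all compounds plus 3 SD, cut at about 18% in these data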;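 further: higher means more holoenzyme dissociation and a rise in polarization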
# Target sequence (P31323 whole entry, looked up, other chains not shown, the tested form may be a part): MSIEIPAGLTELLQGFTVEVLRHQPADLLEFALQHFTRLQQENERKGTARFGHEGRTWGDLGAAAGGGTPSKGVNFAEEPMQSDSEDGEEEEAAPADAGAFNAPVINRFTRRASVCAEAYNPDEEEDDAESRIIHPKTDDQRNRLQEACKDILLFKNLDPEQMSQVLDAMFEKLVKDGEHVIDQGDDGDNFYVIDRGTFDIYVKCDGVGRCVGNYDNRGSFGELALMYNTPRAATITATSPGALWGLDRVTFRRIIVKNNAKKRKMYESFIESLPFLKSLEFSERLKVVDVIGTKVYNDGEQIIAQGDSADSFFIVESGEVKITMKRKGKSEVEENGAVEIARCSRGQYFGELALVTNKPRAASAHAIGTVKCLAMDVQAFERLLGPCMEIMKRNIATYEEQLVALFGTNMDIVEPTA
# AddAB inh = less growth of phage-infected E. coli with AddAB; 0.29% of 330,000 active; E. coli expressing H. pylori AddAB, absorbance growth; inhibition, % at 11.9 µM; AID 435030; in the data active means inhibition above about 12%;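 further: 0% = vehicle wells of infected cells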
# DAGLB inh = diacylglycerol lipase beta (human) inhibition; HEK293T DAGLB membrane lysate, EnzChek fluorogenic substrate; 0.059% of 340,000 active; AID 504411; Q8NCG7; inhibition, % at 5.17 µM; in the data active means inhibition above about 34%;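 further: 0% = enzyme with vehicle and 100% = wells lacking enzyme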
# Tat transport = blocks Tat-dependent protein export in E. coli; E. coli MC4100 TorA-mCherry Tat export, fluorescence; inhibition, % at 10 µM; 0.036% of 340,000 active; AID 488895;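 active means mean replicate inhibition at least 50% and at least half of replicates individually reaching 50%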;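 further: exported cargo escapes ClpAP degradation while cytoplasmic cargo is degraded and loses fluorescence; 0% = median of neutral control wells and 100% = median of NaSCN control wells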
# E coli growth = counter-screen for AddAB inhibitors: E. coli growth inhibition; AID 449728; inhibition, % at 11.9 µM; E. coli V3065 growth, OD600 absorbance, 18 h; 0.27% of 330,000 active;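 active means inhibition above the campaign's mean inhibition across all tested compounds plus 3 SD, cut at about 9.9% in these data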;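 further: uninfected addAB+ strain grown without phage in ampicillin broth; 0% = DMSO wells and 100% = ciprofloxacin 0.95 µg/ml wells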
# PKA-R1A act = activates the PKA-R1A holoenzyme complex | P00514+P68181 | PKA-R1A dissociation, Cy5-IP20 fluorescence polarization; scaled: DMSO 0%, 113 µM cGMP 100% | activation, % at 11.4 µM | 0.083% of 340,000 active | AID 504707;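 active means percent activation above the mean of all tested compounds plus 3 SD, cut at about 19% in these data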;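 further: higher means more PKAc released from R1A so a rise in polarization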
# Mot1-301 SUMO = SUMOylation pathway inhibition by Mot1-301 growth rescue; S. cerevisiae Mot1-301 growth rescue, ATP luminescence, 38.5C; percent above DMSO median, 100 means doubled; growth rescue, % at 18.8 µM; 1% of 320,000 active;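 active means every valid replicate shows activation above 250% relative to neutral control wells; inactive means the rest, any valid replicate at or below 250%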;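 further: OY570 slx delta 5 strain wells were the positive control but not used for scaling; some compounds called inactive have numbers as strong as hits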
# HTR5A inv ctr = counter-screen for OPRM1-OPRD1 inverse agonists: human HTR5A inverse agonism; inhibition, % at 9.3 µM; AID 504634; 0.083% of 340,000 active; HTR5A cell line, luminescence; P47898; in the data active means inhibition mostly above about 23%, no sharp cut-off; inactive means mostly below about 18%;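 further: 0% = cells with DMSO and 100% = no-cell wells with DMSO; some compounds called inactive have numbers as strong as hits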
# HTR5A ag ctr = HTR5A agonism, opioid heterodimer counter-screen; P47898; HTR5A agonist assay, luminescence, cell-based; activation, % at 9.3 µM; 0.61% of 340,000 active; in the data active means activation mostly above about 9.5%, no sharp cut-off; inactive means mostly below about 7.6%;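 further: 0% = cells with vehicle only and 100% = reference agonist; strong numbers were not always called active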
# Active calls of the source: *; / = no result given.
# Under each structure – PKA-R2B act	phage Ecoli inh	Mot1-301 SUMO	PKA-R1A act	DAGLB inh	HTR5A ag ctr	AddAB inh	Tat transport	HTR5A inv ctr	E coli growth	CDK5 inh
CCOC(=O)C1=C(C)NC2(O)c3ccccc3C(=O)C12O (stereo unspecified)
 : -1.6	0.5	-10.2	-4.9	-0.1	2.4	-1.2	-6.3	-1.0	-2.1	-1.7
COc1cc(C(=O)NCCSc2ccc(F)cc2)cc(OC)c1OC
 : 0.3	1.6	8.9	-12.0	-4.2	-0.6	-0.6	0.9	2.3	-2.9	1.6
CC1CC(=O)N(CC(=O)Nc2ccc3c(c2)OCCO3)c2ccccc2S1 (stereo unspecified)
 : -0.3	2.9	-13.8	-15.4	2.8	3.9	1.3	-0.6	-10.2	0.6	1.5
Cc1ccc(-c2cc(C(=O)N/N=C/C=C/c3ccccc3)n[nH]2)s1
 : -4.9	3.6	24.7	-11.4	0.2	1.9	-1.1	-6.0	-5.2	-0.9	-2.3
CCN1CCN(C(=S)NC(=O)c2cc(OC)c(OC)c(OC)c2)CC1
 : 4.7	2.2	5.4	-3.8	0.7	-1.0	1.0	2.4	2.5	1.9	1.5
CCC(C)(NC(=O)Cc1c[nH]c2ccccc12)C(=O)NC1CCCCC1 (stereo unspecified)
 : -11.6	4.1	-4.7	-2.8	1.2	-2.5	0.5	12.1	8.2	1.2	/
CN(C(=S)Nc1ccc(Oc2ccccc2)cc1)c1ccc(O)cc1
 : -1.6	5.4	0.1	3.7	4.9	-4.8	0.3	2.6	11.4	-2.0	1.5
CCOC(=O)C1(Cc2ccccc2C(F)(F)F)CCN(C2CCN(C(C)C)CC2)CC1
 : -0.9	4.0	54.3	-18.7	0.4	6.7	0.9	-8.5	-21.0	0.9	-0.8
CC(c1nnnn1C1CCCCC1)N(Cc1ccccc1)Cc1cccnc1 (stereo unspecified)
 : -7.5	0.9	278.4*	-5.2	-0.9	-1.0	0.8	0.3	3.7	-1.7	-0.3
Brc1ccc(C2=CC(c3ccco3)n3ncnc3N2)cc1 (stereo unspecified)
 : 2.4	/	63.4	-7.2	-99.3	0.7	0.1	1.6	-38.4	1.4	0.3
O=C(Nc1nc2c(s1)CCCC2=O)c1cnccn1
 : -6.7	0.6	-14.8	-0.4	2.0	1.7	0.9	-1.7	1.7	-0.6	-0.8
CCOc1ccc(CCNC(=O)CCc2nc(-c3ccc(C)cc3)no2)cc1OCC
 : -0.8	1.0	-18.9	-7.1	-4.0	-2.8	1.8	-1.4	3.4	-2.5	-0.7
O=c1[nH]c2cccnc2n1Cc1ccccc1
 : 9.1	3.4	/	-1.0	-1.0	-0.1	-1.8	0.3	16.0	-0.1	-1.5
Cc1cc(OCc2cn3cccnc3n2)ccc1Cl
 : -2.5	6.0	430.3	-9.1	2.5	4.8	6.0	3.0	9.3	1.3	-0.2
CC1(C)C2CCC1(C)C(OC(=O)c1ccc(O)cc1)C2 (stereo unspecified)
 : 10.0	1.7	-8.4	-10.0	-8.8	6.6	1.0	13.0	15.7	-1.7	1.5
COc1ccc(-c2cc(C(F)(F)F)n3nc(C(=O)N4CCOCC4)c(Cl)c3n2)cc1
 : 9.1	0.4	-15.8	12.3	-0.7	-3.7	5.1	-0.1	4.1	2.5	0.8
CN(CCn1ccnc1)Cc1cn(-c2ccccc2)nc1-c1ccc2c(c1)OCO2
 : 2.8	-0.1	2.3	-6.5	-1.7	2.8	-2.4	-7.5	-4.9	-1.1	0.7
Cc1cc([N+](=O)[O-])nn1CC(=O)N1CCCc2ccccc21
 : -6.2	2.8	8.8	-9.2	-1.5	1.1	3.5	13.9	12.9	0.7	-2.5
O=C(O)COc1ccc2oc3c(c2c1)CCCC3
 : -1.2	0.4	-1.4	-4.9	0.3	3.8	1.3	-2.4	-13.0	2.5	1.8
O=C(CN1CCN(Cc2ccccc2)CC1)Nc1ccc(S(=O)(=O)N2CCOCC2)cc1
 : -13.9	2.9	4.3	-3.1	-1.8	-2.5	2.3	-6.1	-9.8	0.2	-5.5

# Only DAGLB inh, HTR5A inv ctr and phage Ecoli inh, for some of the entries so far:
SMILES	DAGLB inh	HTR5A inv ctr	phage Ecoli inh
CCN1CCN(C(=S)NC(=O)c2cc(OC)c(OC)c(OC)c2)CC1	0.7	2.5	2.2
CCC(C)(NC(=O)Cc1c[nH]c2ccccc12)C(=O)NC1CCCCC1 (stereo unspecified)	1.2	8.2	4.1

# Following part:
# Under each structure – PKA-R2B act	phage Ecoli inh	Mot1-301 SUMO	PKA-R1A act	DAGLB inh	HTR5A ag ctr	AddAB inh	Tat transport	HTR5A inv ctr	E coli growth	CDK5 inh
CCC1CCCCN1C(=S)NCc1ccccc1 (stereo unspecified)
 : 4.8	4.7	-9.7	-3.9	-0.6	-1.6	3.3	3.0	13.0	1.1	0.4
CC1(C)CC(NC(=O)CSc2ccccc2)CC(C)(C)N1
 : 6.8	3.4	-12.8	-12.5	4.7	8.2	-0.2	-12.6	-23.2	-0.5	-5.8
O=Cc1cn[nH]c1-c1cccc([N+](=O)[O-])c1
 : -2.7	2.8	-16.3	7.8	2.1	1.3	2.8	3.5	5.7	-0.4	-1.0
COc1ccc(S(=O)(=O)CCC(=O)NC2CCCCC2)cc1
 : -3.1	-1.0	6.3	5.4	2.6	1.4	0.6	1.0	3.9	-4.2	0.3
CN(C)S(=O)(=O)c1ccc(NC(=O)CNc2cc(S(=O)(=O)N3CCCC3)ccc2OCC(F)(F)F)cc1
 : -12.4	1.7	33.8	-11.5	-2.5	3.4	2.9	-3.5	3.3	0.3	-0.2
O=C(c1cccc(Br)c1)c1cn(-c2ccccc2)nc1C(=O)c1ccccc1
 : -2.1	0.2	-0.6	8.0	-4.0	-7.4	2.9	-4.8	17.7	0.2	0.3
O=C(Cn1cnc2c(nnn2Cc2ccccc2F)c1=O)OCc1ccccc1
 : -9.0	5.0	0.6	-3.9	-3.0	7.2	0.0	0.4	-15.7	0.9	1.3
CCN(CC)CCNC(=O)c1cc(-c2ccco2)nc2ccccc12
 : -7.5	3.3	0.4	5.8	0.8	-3.1	2.5	-8.6	-5.3	1.7	1.0
COc1ccc(S(=O)(=O)CC2(O)CCN(C(=O)C(C)(C)C)CC2)cc1
 : 4.3	1.5	58.9	-6.5	0.8	4.4	0.0	6.7	-33.6	2.0	-0.6
Cc1ccc(N(CC(=O)N2CCn3c2nc2ccccc23)S(=O)(=O)c2c(C)n[nH]c2C)cc1
 : -5.7	1.9	1.9	6.6	-1.3	/	1.2	-1.3	/	0.5	-0.5
Cc1ccc(S(=O)(=O)N/N=C/c2cc([N+](=O)[O-])ccc2O)cc1[N+](=O)[O-]
 : -15.2	5.3	30.2	-10.9	8.7	-2.9	2.1	-5.1	8.0	0.4	-1.5
COc1ccc(C(OC(=O)c2ccco2)C(=O)NC(C)(C)C)cc1 (stereo unspecified)
 : 4.3	2.4	-40.7	-2.6	0.0	5.8	0.2	-2.5	-10.2	1.4	1.3
O=C(COC(=O)CCCN=C1NS(=O)(=O)c2ccccc21)NC(=O)NC1CCCC1
 : -1.5	1.7	9.9	-5.5	0.3	-2.0	-0.4	3.9	5.1	0.0	0.6
CCC(=O)c1ccc(CCCCCC(=O)O)s1
 : 0.3	3.6	1.6	-6.7	1.2	-1.2	1.5	2.0	5.5	0.5	-0.5
CC(=O)Nc1ccc(S(=O)(=O)N[C@@H](C)C(=O)OCc2ccc(Cl)cc2)cc1
 : 1.9	4.1	-11.9	-2.5	-3.0	-2.3	0.8	1.8	5.9	0.2	-1.8
O=C(c1ccc(N2CCOCC2)cc1[N+](=O)[O-])N1CCOCC1
 : /	2.9	3.2	/	/	/	-0.9	4.8	/	-3.1	0.2
O=C(NC(=S)Nc1ccc(N2CCOCC2)cc1)c1ccccc1
 : 4.9	4.1	9.5	2.9	-0.9	2.6	-0.2	-4.7	-7.1	-1.5	-1.2
O=C(NCCOc1ccccc1)c1ccccc1
 : 14.1	2.8	-12.0	-0.8	-2.8	6.4	1.9	5.8	-23.7	2.4	1.3
COc1ccccc1C(=O)NNC(=O)Cc1ccccc1
 : 7.1	1.1	0.3	-4.7	0.4	4.2	0.3	-2.4	-11.9	-2.1	1.0
CCCCC1OC23CCCCC2C(C#N)(C(=N)O3)C1(C#N)C#N (stereo unspecified)
 : 3.1	2.0	-1.2	-12.0	-0.6	5.3	-2.4	-7.7	6.2	-0.1	-0.1
CO/N=C(/CS(=O)Cc1ccccc1Cl)c1ccc(Cl)cc1Cl (stereo unspecified)
 : 8.5	2.0	-8.5	11.0	-3.2	-1.2	1.6	21.6	-2.8	0.1	1.9
O=C(c1cccs1)N1CCN(C(=O)C2CCCO2)CC1 (stereo unspecified)
 : -3.5	1.2	-22.2	-21.8	3.4	6.6	0.0	2.4	-1.1	2.3	-1.2
CSc1nc(-c2ccco2)nn1C(=O)CCc1ccccc1
 : -19.1	1.6	3.5	-1.6	-2.7	2.2	1.4	-7.9	-14.3	-0.8	-0.5
Cn1c(=O)c2c(nc(SCC(=O)N3CCCCCC3)n2C)n(C)c1=O
 : -6.7	2.1	-4.6	4.2	-2.0	9.0	2.0	-2.4	-24.2	2.9	-0.1
COc1ccc(S(=O)(=O)/C(C#N)=C/Nc2cccc(OC)c2)cc1
 : -0.9	0.4	96.8	4.5	-1.1	1.4	-0.9	-1.0	-5.3	-1.8	-1.0
CCOC(CNC(=O)C(=O)NCC(c1ccco1)N1CCN(c2ccc(OC)cc2)CC1)OCC (stereo unspecified)
 : 11.0	0.9	4.1	4.2	0.6	-5.4	0.5	-0.1	4.6	0.6	0.5
COc1ccccc1N(C)S(=O)(=O)c1ccc(C)c(C(=O)NCc2ccccn2)c1
 : -4.9	5.0	-13.3	-5.6	-1.0	-0.6	0.8	2.5	15.6	-0.1	-0.9
CC(Oc1ccc(Cl)cc1Cl)C(=O)Nc1ccc(N2CCN(C)CC2)cc1 (stereo unspecified)
 : 0.0	4.4	-9.8	-7.5	0.7	3.8	2.6	-0.7	-9.8	-1.6	-1.2
CCc1ccc(S(=O)(=O)n2c(C)nc3ccccc32)cc1
 : 0.4	1.6	-1.4	2.8	-3.2	2.7	3.3	-3.0	-10.2	0.3	-0.7
O=C(NCc1ccco1)c1cc(-c2cccs2)on1
 : 2.0	3.2	4.8	3.7	-5.1	-3.9	0.4	3.6	12.7	0.6	-3.3
Nc1cccc2c1C(=O)N(C(=O)/C=C/c1cccc(Br)c1)C2=O
 : -5.3	0.3	/	-8.4	2.3	1.0	/	-4.4	-2.6	/	0.4
CCOc1ccc(CN(C)C(=O)CNC(=O)c2cc(OC)c(OC)c(OC)c2)cc1
 : 5.3	0.9	-4.4	2.8	-2.2	4.3	-1.6	1.4	-15.2	1.4	-1.9
COc1ccc([C@H](C)NC[C@H](O)c2ccc(O)c(NC=O)c2)cc1
 : -3.6	/	-3.1	-15.1	2.1	1.1	-1.9	-6.1	-3.8	0.6	0.7
O=C(COc1ccc(S(=O)(=O)Nc2ccccc2)cc1)N1CCOCC1
 : 1.6	1.4	-0.6	-3.9	-6.5	2.0	2.9	-2.3	-5.0	-1.9	-1.1
O=C(c1ccc(S(=O)(=O)N2CCCCC2)cc1)N(c1ccccn1)C1CCCCC1
 : 1.2	2.9	/	5.1	-1.6	-4.4	2.3	1.8	0.6	0.0	0.0
